# APOBEC3G inh = inhibitors of human APOBEC3G DNA deaminase; Q9HC16; recombinant A3G, ssDNA deamination FAM/TAMRA fluorescence; inhibition, % at 20 µM; hit rate 0.28% among 330,000; AID 493012;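 active = inhibition of at least 40% at 20 µM, with no more than 30% in the related APOBEC3A deaminase screen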;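 note: plate controls were DMSO wells with A3G for no effect and wells lacking A3G enzyme for full effect; some compounds called inactive have numbers as strong as hits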
# Target sequence (Q9HC16 whole entry, looked up): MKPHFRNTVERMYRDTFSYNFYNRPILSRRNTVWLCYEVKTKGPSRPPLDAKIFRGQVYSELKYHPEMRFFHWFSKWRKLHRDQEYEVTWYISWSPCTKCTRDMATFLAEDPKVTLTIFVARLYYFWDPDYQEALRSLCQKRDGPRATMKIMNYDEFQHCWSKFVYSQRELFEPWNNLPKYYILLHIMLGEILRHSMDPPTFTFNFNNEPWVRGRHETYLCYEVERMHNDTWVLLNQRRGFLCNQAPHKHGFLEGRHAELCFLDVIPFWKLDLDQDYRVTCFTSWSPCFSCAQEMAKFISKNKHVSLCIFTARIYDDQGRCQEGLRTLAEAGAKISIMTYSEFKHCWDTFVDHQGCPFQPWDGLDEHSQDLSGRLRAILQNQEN
# mIAP activ = increases mouse intestinal alkaline phosphatase activity; activation factor at 10 µM; hit rate 0.24% among 330,000; AID 2805; muIAP, CDP-Star luminescence, 30 min; hits give high values; 1 = vehicle-only enzyme signal, 0 = enzyme-free wells;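 active = activation factor of at least 2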; note: the source names both 10 and 20 µM as test concentration; values of inactives mirror those of a sister screen read the other way
#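 Assay system: mouse IAP enzyme; Reagent: CDP-Star chemiluminescent phosphatase substrate; Compound: DMSO-dissolved test compounds; Incubation: 30 min, room temperature; Technique: luminescence from enzymatic CDP-Star hydrolysis; Controls: DMSO-only wells and no-enzyme negative control.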
# mIAP block = blocks mouse intestinal alkaline phosphatase. purified mouse IAP, CDP-Star luminescence, 30 min. inhibition, % at 10 µM. hit rate 0.2% among 330,000. AID 2806;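 active = inhibition of at least 40% at 10 µM in the primary screen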;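 note: plate controls were DMSO with enzyme for no effect and no enzyme wells for full effect; values of inactives mirror those of a sister screen read the other way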
# APOBEC3A inh = inhibitors of human APOBEC3A DNA deaminase | recombinant A3A, FAM/TAMRA ssDNA deamination fluorescence | inhibition, % at 20 µM | hit rate 0.41% among 330,000 | AID 493011 | P31941;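 active = at least 40% inhibition at 20 µM here, with at most 30% in a related deaminase screen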;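 note: plate controls were A3A with DMSO for no effect and wells lacking A3A enzyme for full effect; some results filed as inactive read as strong as hits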
# Target sequence (P31941 whole entry, looked up): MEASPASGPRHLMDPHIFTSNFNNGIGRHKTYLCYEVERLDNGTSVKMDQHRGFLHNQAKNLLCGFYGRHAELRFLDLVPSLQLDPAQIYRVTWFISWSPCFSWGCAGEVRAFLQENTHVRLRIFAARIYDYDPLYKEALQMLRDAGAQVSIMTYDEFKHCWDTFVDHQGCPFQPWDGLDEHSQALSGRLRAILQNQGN
# hIAP act = increases human intestinal alkaline phosphatase activity; P09923; purified human IAP, CDP-Star luminescence, 30 min; hits give high values; 1 = vehicle-only enzyme, 0 = enzyme-free background; activation factor at 10 µM; hit rate 0.16% among 330,000;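 active = activation factor of the enzyme at least 2-fold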; note: the source names both 10 and 20 µM as test concentration; values of inactives mirror those of a sister screen read the other way
# NLRP3 yeast inh = NALP3 inhibition in yeast | Yeast reconstituted NLRP3/ASC/caspase-1, beta-gal luminescence, 24 h | inhibition, % at 10 µM | hit rate 0.39% among 330,000 | AID 2825;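 active = inhibition of 50% or more; inactive = inhibition below 50%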;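 note: plate controls were induced DMSO wells for no effect and uninduced yeast grown without galactose for full effect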
# SENP1 inh = SENP1 (human) catalytic domain inhibition; inhibition, % at 10 µM; recombinant SENP1 catalytic domain, CyPet-SUMO1-YPet FRET cleavage; hit rate 0.21% among 360,000; Q9P0U3;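 active = inhibition at least 30% at 10 µM, raw YFP signal under a set limit, fluorescence ratio 0.5 to 1.5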;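 note: 0% = enzyme with DMSO and 100% = no enzyme wells; some results filed as inactive read as strong as hits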
# Target sequence (Q9P0U3 419-644 limits assumed): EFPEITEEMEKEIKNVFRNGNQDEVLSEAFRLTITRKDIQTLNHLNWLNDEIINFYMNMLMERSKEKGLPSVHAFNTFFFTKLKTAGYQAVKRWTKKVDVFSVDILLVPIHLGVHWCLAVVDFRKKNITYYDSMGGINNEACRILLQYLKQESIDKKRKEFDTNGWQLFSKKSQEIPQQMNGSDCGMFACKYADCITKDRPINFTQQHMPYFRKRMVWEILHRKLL
#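 system = hSENP1 catalytic domain, recombinant | reagent = SFCypet-SUMO1-SFYpet substrate at 25 nM | doses = one dose per compound, 10 µM, 0.5% DMSO | incubation = enzyme reaction for 50 min at room temperature, dark | measured by = FRET, CFP and YFP emission | controls = no-enzyme low, enzyme-DMSO high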
# MIN6 prolif = induces beta-cell replication in MIN6 cells. MIN6 cells proliferation, ATPlite luminescence, 48 h; cells starved in 0.2% serum; 100% = growth in 10% serum. hit rate 0.29% among 330,000. AID 2380. proliferation, % at 10 µM;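 active = compounds whose signal lies at least 3.5 SD above the mean of all wells on their plate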;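 note: 0% = DMSO-treated cells in low-serum medium and 100% = 10% serum control; some compounds called inactive have numbers as strong as hits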
# hIAP inh = human IAP inhibition | purified IAP, CDP-Star luminescence, 30 min | inhibition, % at 10 µM | hit rate 0.12% among 330,000 | AID 2544;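 active = inhibition reaching a set limit with compound at 10 µM in the primary screen, cut at about 35% in these data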;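 note: plate controls were DMSO wells with enzyme for no effect and no-enzyme buffer wells for full effect; values of inactives mirror those of a sister screen read the other way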
# Starred values were filed as active, the others as inactive; nt = not tested or not shown. Not all compounds are listed; the hit share may differ from the screen's.
SMILES,mIAP block,APOBEC3G inh,MIN6 prolif,NLRP3 yeast inh,hIAP inh,APOBEC3A inh,mIAP activ,hIAP act,SENP1 inh
COc1ccc(-c2nc(N)nc(C)c2Oc2ccccc2Br)c(O)c1,15,2,-5,12,1,0,0.85,0.99,-1
CC(C)(Oc1ccc(Cl)cc1)C(=O)N/N=C/c1cn[nH]c1-c1ccccc1,-4,-2,0,-3,-17,5,1,1.2,-1
CCN(CC)S(=O)(=O)c1ccc(NC2c3ccccc3C(=O)N2c2ccc(C)cn2)cc1 (stereo not given),5,-10,0,0,12,-4,0.95,0.88,-3
O=C(Nc1nc(-c2ccccc2)c(-c2ccccc2)s1)c1ccc(S(=O)(=O)N2CCCCC2)cc1,12,-1,-2,-2,-7,4,0.88,1.1,3
O=C(CSC(=S)N1CCOCC1)N1N=CCC1c1ccccc1 (stereo not given),3,-8,-3,-12,6,-3,0.97,0.94,2
CCSc1ccccc1C(=O)N1CCN(c2ccccc2F)CC1,-2,-5,0,31,0,-1,1,1,0
COc1ccc(CN2CCC(N3CC(C)OC(C)C3)CC2)c(OC)c1 (stereo not given),2,-2,-2,10,0,-1,0.98,1,2
COC(=O)[C@H]1[C@H]2C[C@H]3c4[nH]c5ccccc5c4CCN3C[C@H]2CC[C@@H]1O,-8,-1,-6,13,-14,1,1.1,1.1,-53
C=CCNC(=O)CC(=O)N/N=C/c1cccc(Br)c1,6,-6,-3,-1,-3,0,0.94,1,4
C[C@H](CO)N1C[C@H](C)[C@@H](CN(C)S(=O)(=O)c2ccccc2)Oc2c(NS(=O)(=O)c3ccccc3)cccc2C1=O,-3,11,-2,13,-19,-2,1,1.2,1
O=C1c2ccccc2C(=O)C1c1ccc(Br)cc1,4,-5,-3,3,8,-1,0.95,0.92,2
CN(/N=C/c1c[nH]c2ccccc12)c1cnn(-c2ccc(F)c(Cl)c2)c(=O)c1Cl,11,-5,2,12,8,-4,0.89,0.92,22
CCOC(=O)N1CCN(C(=O)Cn2nc(C)n3nc(-c4ccc(CC)cc4)cc3c2=O)CC1,7,-3,-1,11,-14,-5,0.93,1.1,3
N#CC1=C(N)Oc2cc(O)c(Cl)cc2C1c1ccccc1F (stereo not given),-3,-3,-1,-10,-9,4,1,1.1,-28
CC(/C=C1\SC(=S)N(NC(=O)c2ccncc2)C1=O)=C\c1ccccc1,16,-7,-2,10,-11,-3,0.84,1.1,0
COc1cc(CNCCc2ccccc2)cc(Br)c1OCC(=O)Nc1ccccc1C,12,-6,-7,54*,3,0,0.88,0.97,0
COc1ccc(C)cc1-n1c(SCC(=O)NCC2CCCO2)nc2c([nH]c3ccccc32)c1=O (stereo not given),-8,-7,-2,-1,-13,-5,1.1,1.1,2
Cc1ccccc1NC(=S)NNC(=O)c1ccco1,13,-4,5,13,-43,-1,0.87,1.4,0
Cc1sc(NC(=O)C2C3CCC(O3)C2C(=O)O)c(C(=O)OC(C)C)c1-c1ccc(Cl)cc1 (stereo not given),4,22,-2,-2,10,4,0.96,0.9,-2
O=C(CC1SC(=Nc2ccc(OC(F)F)cc2)N(CCC2=CCCCC2)C1=O)Nc1ccccc1F (stereo not given),-12,-7,-6,5,-9,-5,1.1,1.1,2
c1ccc2c(c1)nc(-c1ccncc1)n2CCNc1nc(CN2CCCCC2)cs1,8,6,-2,-4,14,3,0.92,0.85,-4
Cn1c(=NC(=O)CCl)sc2ccccc21,0,-6,-4,29,7,-6,1,0.93,3
O=C1CC(C(=O)Nc2ccccc2C(=O)O)C(c2ccccc2)O1 (stereo not given),4,-4,3,4,-11,4,0.96,1.1,2
Cc1ccc(NC(=O)Cc2ccccc2)cc1S(=O)(=O)N1CCOCC1,-9,-4,-5,-4,11,-1,1.1,0.89,2
COc1ccccc1CNC(=O)CCc1nnc2ccc(NCCCN3CCCC3=O)nn12,5,-8,0,-3,3,-3,0.95,0.97,-3
C/C(=N/NC(=O)c1ccc(C)s1)c1cccc(NC(=O)COc2ccc(Cl)cc2Cl)c1,4,-9,-1,6,-32,-1,0.96,1.3,nt
COCOc1ccc(/C=C/C(=O)c2c(O)cc(OCOC)cc2OCOC)cc1,12,17,-3,-2,23,0,0.88,0.77,4
CCc1nnc(SCC(=O)Nc2ccc(N3CCOCC3)cc2)o1,-1,-5,0,-3,13,-5,1,0.87,1
CC(=O)Nc1cccc(C(=O)N/N=C/c2ccc(C)o2)c1,8,-3,-2,4,14,1,0.92,0.86,2
Cc1ccc(OCC(=O)NCC(=O)n2nc(C)cc2C)cc1,2,4,-1,-9,8,0,0.98,0.93,0
Cc1occc1C(=O)N1CCN(c2ncccn2)CC1,7,-2,-3,7,-13,-2,0.93,1.1,-1
Cc1cccc(N(CC(=O)NCC2CCCO2)C(=O)CCC(=O)Nc2cc(C)on2)c1 (stereo not given),-6,-5,0,-10,14,-4,1.1,0.86,-1
CCOc1ccc(NC(=S)NC(=O)c2c(Cl)c(C)nn2C)c([N+](=O)[O-])c1,12,-3,-2,3,-1,0,0.88,1,-1
CC(C)N1C[C@@]23C=C[C@@H](O2)C(C(=O)OCc2ccccc2)[C@H]3C1=O (stereo not given in full),2,-7,-3,8,1,-3,0.97,0.99,-1
O=C(NN=C1CCCCCC1)c1ccc2c(c1)OCO2,3,-1,2,7,-4,0,0.97,1,3
Cc1ccc2oc(=O)n(Cc3ccccc3)c2c1,5,-2,0,-8,7,-3,0.95,0.93,-1
CCOC(=O)Cc1nnc(NC(=O)CSc2nnc3c(n2)[nH]c2ccccc23)s1,14,2,-3,15,7,4,0.86,0.93,-4
O=C(Cc1ccc(Cl)c(Cl)c1)Nc1cccc(S(=O)(=O)N2CCOCC2)c1,-36,-6,-3,8,-13,2,1.4,1.1,3
COc1ccc(S(=O)(=O)Nc2c(C)n(C)n(-c3ccccc3)c2=O)cc1,2,-4,-2,0,5,-1,0.98,0.95,3
C[C@]12c3[nH]c4cc(-c5ccco5)ccc4c3CCN1C(=O)[C@@H](CC(=O)NCc1ccco1)C[C@@H]2C(=O)N1CCOCC1,0,1,nt,nt,nt,2,1,nt,-17
CCOc1ccc(N(CC(=O)NCc2ccc(F)cc2)C(=O)CCC(=O)Nc2nccs2)cc1,-15,-6,0,9,-5,-4,1.1,1.1,1
CCCCN(CC)C(=O)Cn1cnc2ccc(S(=O)(=O)N3CCC(C)CC3)cc2c1=O,6,4,0,-2,-3,5,0.94,1,1
Cc1ccccc1OCC(=O)OCC(=O)c1c[nH]c2ccccc12,-7,-7,2,12,-9,0,1.1,1.1,-10
Cc1ccccc1NC(=O)CSCc1nc(N)nc(Nc2ccccc2C)n1,6,-4,-1,-7,-18,1,0.94,1.2,2
Cc1ccc(NC(=S)NC(=O)c2ccc(-c3ccccc3)cc2)c(C)c1,14,-1,-2,13,9,-1,0.86,0.91,-1
CN(C(=O)CSc1nc2ccccc2c(=O)n1-c1ccccc1Cl)C1CCS(=O)(=O)C1 (stereo not given),-6,-8,4,6,12,-4,1.1,0.88,3
Cc1cc(Br)cc(Cl)c1OC(=O)c1cnccn1,-1,14,-2,13,0,4,1,1,1
CCOC(=O)c1cnc2ccc(OCC)cc2c1N1CCN(c2ccccc2)CC1,10,-3,-5,24,-10,-3,0.9,1.1,-2
CCN(CC)C(=O)c1ccccc1NS(C)(=O)=O,3,-9,-1,6,-23,-2,0.97,1.2,-1
O=C(CN1CCCC1)Nc1ccccc1Sc1ccc(Cl)cc1,-4,-7,-3,9,3,0,1,0.97,0
COc1ccc(/C=N/N=C2/C(=O)Nc3ccccc32)cc1O,2,0,-4,3,27,0,0.98,0.73,1
O=C1CCc2cc(S(=O)(=O)N3CCN(c4ccccc4F)CC3)ccc2N1,-15,-6,-2,4,18,-2,1.2,0.82,-2
CCC(CC)C(=O)c1c[nH]c(C(=O)NCc2cccs2)c1,-16,-2,0,13,13,0,1.2,0.87,0
C=CCn1c(CCCNC(=O)CCC)nc2ccccc21,10,-1,-2,-10,12,47*,0.9,0.88,3
O=C1c2oc3ccc(Cl)cc3c(=O)c2C(c2ccco2)N1CCN1CCOCC1 (stereo not given),6,1,0,14,20,3,0.94,0.8,6
COc1ccc(C2CC(=O)C(C=NCCN3CCOCC3)=C(O)C2)cc1 (stereo not given),-8,-1,-2,31,-2,3,1.1,1,0
O=C(N[C@@H](Cc1ccccc1)C(=O)N1CCN(S(=O)(=O)c2cccc(F)c2)CC1)c1ccco1,8,2,-4,6,1,2,0.92,0.99,0
Cc1ccc(C(=O)N2CCN(C(=O)C3CCCO3)CC2)cc1 (stereo not given),5,-7,-1,15,2,-3,0.95,0.98,0
N#CCC(=O)N/N=C/c1c(-c2ccccc2)n(-c2ccccc2)c2ccccc12,0,-6,-4,26,0,1,1,1,-1
CC(=O)Sc1nc(-c2ccccc2)[nH]c1S(=O)(=O)c1ccc(C)cc1,18,-15,-7,16,6,4,0.82,0.94,nt

# More results:
SMILES,mIAP block,APOBEC3G inh,MIN6 prolif,NLRP3 yeast inh,hIAP inh,APOBEC3A inh,mIAP activ,hIAP act,SENP1 inh
CCOC(=O)CCc1c(C)nc(SCCN2CCCC2)c(C#N)c1C,1,4,0,10,6,2,0.99,0.94,-46
Cc1nc(SC(C(N)=O)c2ccccc2)c(C#N)c(C)c1C (stereo not given),-6,-5,1,6,-31,-2,1.1,1.3,1
CCOC(=O)N/N=C1\CCc2ccccc21,7,-11,-1,4,3,0,0.93,0.97,3
Cc1ccc(-c2nn(C(C)(C)C)c3ncnc(NS(=O)(=O)c4ccc([N+](=O)[O-])cc4)c23)cc1,16,-2,-4,24,17,-5,0.84,0.83,0
Cc1ccc(S(=O)(=O)N2[C@@H](c3ccc(Br)cc3)C(C(=O)O)=CC[C@H]2c2cccc(C)c2)cc1,-1,0,-2,10,-7,1,1,1.1,-1
COc1cccc(OCC(=O)Nc2c3c(nn2-c2ccccc2)CS(=O)(=O)C3)c1,-2,-4,3,3,-3,2,1,1,2
O=C(c1ccc(NC(=O)C2(c3ccccc3)CCOCC2)cc1)N1CCOCC1,10,-5,-1,-7,11,-2,0.9,0.89,2
CCN(CC(=O)Nc1ccc(N2CCOCC2)cc1)Cc1nc2ccccc2c(=O)[nH]1,-3,-6,-1,22,19,-4,1,0.81,-1
COc1ccc2cc(-c3ccsc3)ncc2c1,11,-6,-4,46,-2,-3,0.89,1,-3
CCOc1ccc(N2C(=O)CC(SCC(=O)O)C2=O)cc1 (stereo not given),1,-5,-3,3,5,2,0.99,0.95,1
CSCCC(NC(N)=O)C(=O)N(C)CC(=O)Nc1ccc(C)cc1 (stereo not given),0,-3,-3,21,17,-3,1,0.83,1
